hIAP act: human IAP activation; purified human IAP, CDP-Star luminescence, 30 min; stronger effect = higher value; 1 = vehicle-only enzyme, 0 = enzyme-free background; actives 0.16% (n = 330,000); P09923; activation factor at 10 µM;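 active = activation factor of the enzyme at least 2-fold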; note: the source names both 10 and 20 µM as test concentration; values of inactives mirror those of a sister screen read the other way
Target sequence (P09923 whole entry, looked up): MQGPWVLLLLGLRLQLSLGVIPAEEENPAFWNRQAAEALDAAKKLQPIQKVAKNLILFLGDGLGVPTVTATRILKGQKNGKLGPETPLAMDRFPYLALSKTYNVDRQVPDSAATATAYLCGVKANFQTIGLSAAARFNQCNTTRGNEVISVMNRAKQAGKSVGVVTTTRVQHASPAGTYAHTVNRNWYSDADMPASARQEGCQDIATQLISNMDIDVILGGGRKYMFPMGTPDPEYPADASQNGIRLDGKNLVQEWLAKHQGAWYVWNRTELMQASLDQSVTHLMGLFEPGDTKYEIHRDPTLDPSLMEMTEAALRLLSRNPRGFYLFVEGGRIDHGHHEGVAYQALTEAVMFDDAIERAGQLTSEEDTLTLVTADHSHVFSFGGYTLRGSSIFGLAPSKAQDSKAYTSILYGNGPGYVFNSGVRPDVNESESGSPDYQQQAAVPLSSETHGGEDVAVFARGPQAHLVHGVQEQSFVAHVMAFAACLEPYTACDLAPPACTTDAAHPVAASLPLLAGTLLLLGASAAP
MIN6 prolif: induces beta-cell replication in MIN6 cells | proliferation, % at 10 µM | actives 0.29% (n = 330,000) | AID 2380 | MIN6 cells proliferation, ATPlite luminescence, 48 h; cells starved in 0.2% serum; 100% = growth in 10% serum;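 active = compounds whose signal lies at least 3.5 SD above the mean of all wells on their plate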;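 note: 0% = DMSO-treated cells in low-serum medium and 100% = 10% serum control; some compounds called inactive have numbers as strong as hits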
mIAP activ: mouse IAP activation; muIAP, CDP-Star luminescence, 30 min; stronger effect = higher value; 1 = vehicle-only enzyme signal, 0 = enzyme-free wells; activation factor at 10 µM; actives 0.24% (n = 330,000);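 active = activation factor of at least 2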; note: the source names both 10 and 20 µM as test concentration; values of inactives mirror those of a sister screen read the other way
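Assay system: mouse IAP enzyme; reagent: chemiluminescent substrate CDP-Star; dosing: test compounds delivered from DMSO solution; schedule: 30 min at room temperature; measured by: luminescence from enzymatic CDP-Star hydrolysis; controls: DMSO-only wells and no-enzyme negative control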
APOBEC3G inh: APOBEC3G (human) deaminase inhibition; Q9HC16; actives 0.28% (n = 330,000); recombinant A3G, ssDNA deamination FAM/TAMRA fluorescence; inhibition, % at 20 µM;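 active = inhibition of at least 40% at 20 µM, with no more than 30% in the related APOBEC3A deaminase screen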;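 note: plate controls were DMSO wells with A3G for no effect and wells lacking A3G enzyme for full effect; some compounds called inactive have numbers as strong as hits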
Target sequence (Q9HC16 whole entry, looked up): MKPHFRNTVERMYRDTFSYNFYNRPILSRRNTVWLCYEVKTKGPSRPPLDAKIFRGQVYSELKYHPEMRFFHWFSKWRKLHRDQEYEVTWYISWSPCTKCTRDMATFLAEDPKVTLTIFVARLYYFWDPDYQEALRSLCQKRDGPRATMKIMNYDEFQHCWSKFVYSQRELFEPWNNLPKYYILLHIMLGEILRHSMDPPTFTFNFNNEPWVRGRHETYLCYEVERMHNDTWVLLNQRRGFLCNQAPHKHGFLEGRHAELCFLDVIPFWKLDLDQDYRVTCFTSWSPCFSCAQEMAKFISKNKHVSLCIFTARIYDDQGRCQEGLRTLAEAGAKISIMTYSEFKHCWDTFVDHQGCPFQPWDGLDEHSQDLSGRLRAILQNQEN
hIAP inh: human IAP inhibition. P09923. purified IAP, CDP-Star luminescence, 30 min. inhibition, % at 10 µM. actives 0.12% (n = 330,000). AID 2544;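 active = inhibition reaching a set limit with compound at 10 µM in the primary screen, cut at about 35% in these data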;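 note: plate controls were DMSO wells with enzyme for no effect and no-enzyme buffer wells for full effect; values of inactives mirror those of a sister screen read the other way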
ATG4B inhibitor: blocks human ATG4B protease cleavage of LC3 substrate. inhibition, % at 8.33 µM. actives 0.51% (n = 340,000). ATG4B cleavage of LC3-PLA2, NBD-HPC fluorescence, 1 h. AID 504462; in the data active = inhibition above about 40%
MPTP inh: permeability transition pore inhibition; actives 1.4% (n = 360,000); inhibition, % at 10 µM; isolated mouse mitochondria, Ca2+ swelling absorbance, 30 min;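 active = inhibition of 50% or more, scaled per plate between neutral and stimulator controls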;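 note: 0% = DMSO wells given calcium and 100% = 1 mM EGTA wells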
A3A deaminase: inhibitors of human APOBEC3A DNA deaminase | P31941 | AID 493011 | recombinant A3A, FAM/TAMRA ssDNA deamination fluorescence | actives 0.41% (n = 330,000) | inhibition, % at 20 µM;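 active = at least 40% inhibition at 20 µM here, with at most 30% in a related deaminase screen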;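 note: plate controls were A3A with DMSO for no effect and wells lacking A3A enzyme for full effect; some results filed as inactive read as strong as hits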
Target sequence (P31941 whole entry, looked up): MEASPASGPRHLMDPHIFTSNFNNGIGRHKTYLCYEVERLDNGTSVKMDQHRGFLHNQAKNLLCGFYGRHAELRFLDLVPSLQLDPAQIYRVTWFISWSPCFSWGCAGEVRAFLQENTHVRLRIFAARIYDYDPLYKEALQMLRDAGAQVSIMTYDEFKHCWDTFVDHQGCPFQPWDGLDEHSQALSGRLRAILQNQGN
mIAP inh: blocks mouse intestinal alkaline phosphatase; actives 0.2% (n = 330,000); purified mouse IAP, CDP-Star luminescence, 30 min; inhibition, % at 10 µM;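 active = inhibition of at least 40% at 10 µM in the primary screen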;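 note: plate controls were DMSO with enzyme for no effect and no enzyme wells for full effect; values of inactives mirror those of a sister screen read the other way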
Active calls of the source: *.

SMILES | hIAP act | MIN6 prolif | mIAP activ | APOBEC3G inh | hIAP inh | ATG4B inhibitor | MPTP inh | A3A deaminase | mIAP inh
CCOC(=O)CNC(=O)CSc1ncccc1-c1nc2ccccc2[nH]1 | 1.06 | -4.6 | 0.964 | -0.2 | -5.6 | 0.1 | 0.0 | -2.1 | 3.6
CC(=O)Nc1ccc(S(=O)(=O)NCCC(=O)OCc2ccc([N+](=O)[O-])cc2)cc1 | 1.13 | 2.5 | 0.935 | -6.2 | -13.2 | -5.7 | 0.2 | -1.2 | 6.5
Cc1ccc2oc(=O)n(Cc3ccc(OC(C)C)cc3)c2c1 | 1.01 | -3.1 | 0.958 | -8.2 | -0.6 | 8.1 | 0.1 | -7.2 | 4.2
CC1(C)Cc2c(sc3nc(SCC(=O)NCc4ccccc4)n(-c4ccccc4)c(=O)c23)CS1 | 1.32 | -1.9 | 0.96 | 1.4 | -31.7 | -8.8 | -0.4 | 1.0 | 4.0
CCCn1c(=O)c2ccccc2n2c(SCc3c(C(=O)OCC)oc4ccccc34)nnc12 | 1.92 | -3.7 | 1.01 | -6.6 | -92.0 | 1.4 | -0.7 | 0.4 | -0.6
C=CCN1C(=O)C(CC(=O)Nc2ccccc2)SC1=Nc1c(C)n(C)n(-c2ccccc2)c1=O (stereo not drawn) | 0.774 | -2.8 | 0.99 | -0.3 | 22.6 | -4.7 | -0.4 | 0.1 | 1.0
CCC(=O)Nc1nnc(CCc2ccccc2)s1 | 1.06 | 0.1 | 0.995 | -1.2 | -6.3 | -5.6 | -0.6 | -0.3 | 0.5
CC12CCC(=O)N1C(C(=O)NCc1ccccc1F)CS2 (stereo not drawn) | 1.02 | 0.0 | 0.94 | -7.3 | -1.9 | -4.5 | 0.0 | 1.7 | 6.0
CCc1ccc(S(=O)(=O)Nc2c(NC3CCCCC3)c3ccccc3oc2=O)cc1 | 1.13 | -4.6 | 0.962 | -6.0 | -12.6 | 32.4 | -1.3 | -1.0 | 3.8
CC1=NN(C(N)=S)C(=O)C1N=Nc1c(Cl)cc([N+](=O)[O-])cc1Cl (stereo not drawn) | 0.844 | -3.9 | 0.828 | -3.1 | 15.6 | 3.7 | 47.5 | -6.6 | 17.2
CSc1nc(Oc2ccccc2)c2sccc2n1 | 1.11 | 7.0 | 1.03 | -3.1 | -10.6 | 9.9 | 0.3 | -7.9 | -2.6
O=C(O)Cn1cc(C(=O)C(F)(F)F)c2ccccc21 | 0.996 | -0.3 | 1.03 | -5.8 | 0.4 | 8.8 | -0.7 | -1.3 | -3.5
CCCc1cc(=S)n2c([nH]c3ccccc32)c1C#N | 0.944 | -4.2 | 0.913 | 11.7 | 5.6 | 2.8 | 94.4* | 1.2 | 8.7
CC(C)(C)SCCNS(=O)(=O)c1ccccc1 | 1.04 | -0.7 | 1.04 | -9.6 | -3.7 | 3.7 | -0.6 | -5.3 | -4.2
COc1cccc(NC(=O)CN(C)C(=O)C(Sc2ccccc2)c2ccccc2)c1 (stereo not drawn) | 1.13 | -4.0 | 1.01 | 1.1 | -13.3 | -2.4 | -0.2 | -0.9 | -0.8
Cc1ccc(-c2csc(N3CCN(c4cc5c(cc4Cl)nc(-c4ccncc4)n5CCN4CCCCC4)CC3)n2)cc1 | 0.778 | -8.1 | 0.837 | -4.3 | 22.2 | 6.2 | 11.6 | 2.0 | 16.3
Cc1cc(NC(=O)c2sccc2C)n(-c2nc3ccccc3[nH]2)n1 | 1.16 | -6.0 | 0.994 | -4.6 | -15.5 | -10.7 | 1.6 | 2.8 | 0.6
COc1ccc2nc(NCc3ccccc3)[nH]c2c1 | 0.867 | -5.2 | 1.04 | -8.0 | 13.3 | 18.8 | 0.9 | -0.1 | -3.9
COc1ccc(CC(NC(C)=O)C(=O)NC2CCN(C(=O)NCc3ccccc3)CC2)cc1 (stereo not drawn) | 0.641 | 1.0 | 0.91 | -6.6 | 35.9* | 3.6 | -2.0 | -1.2 | 9.0
Cc1cc(C)c(C(=O)NC2CC(C)(C)Cc3c2cnn3-c2ccccc2)o1 (stereo not drawn) | 1.07 | -1.8 | 0.978 | -1.1 | -7.5 | -7.8 | -0.2 | -0.7 | 2.2
CCOc1ccc2ccccc2c1CNCCc1ccc(S(N)(=O)=O)cc1 | 1.27 | -1.3 | 0.965 | -1.8 | -26.7 | -2.5 | 17.0 | 2.2 | 3.5
CC1Cc2ccccc2N1C(=O)CSc1nccc(=O)[nH]1 (stereo not drawn) | 1 | -2.1 | 1.09 | -4.4 | -0.4 | 0.1 | 0.7 | -0.3 | -8.9
COc1cc(OC)cc(C(=O)Nc2ccc(S(=O)(=O)Nc3nc(C)cc(C)n3)cc2)c1 | 0.949 | -0.7 | 0.909 | -6.2 | 5.1 | -5.3 | -1.3 | -3.7 | 9.1
O=C(NCCN1CCN(c2cccc(Cl)c2)CC1)Nc1ccccc1 | 1.14 | -3.3 | 1.14 | -5.6 | -14.1 | 0.4 | 0.7 | -2.9 | -14.4
CC(=O)N1CC[n+]2c(-c3ccc([N+](=O)[O-])cc3)csc21 | 0.76 | -0.1 | 0.921 | 54.4* | 24.0 | 2.0 | 2.2 | 2.4 | 7.9
COc1ccc(/C=N/NC(=S)SC)cc1OC | 1.14 | -2.1 | 0.923 | -3.9 | -13.8 | -2.8 | 0.9 | -5.9 | 7.7
CN1c2ccccc2C(C)(C)C12CC(c1ccc(S(=O)(=O)N3CCCCC3)cc1)=NO2 (stereo not drawn) | 1.01 | 0.9 | 0.974 | -3.9 | -1.1 | -7.4 | 4.1 | -1.3 | 2.6
N#CC1=C(N)OC2=C(CCc3ccccc32)C1c1ccccc1Cl (stereo not drawn) | 1.13 | -2.8 | 0.883 | 0.1 | -13.0 | 16.4 | 8.5 | -2.0 | 11.7
O=C(COC(=O)c1cc(S(=O)(=O)N2CCOCC2)ccc1F)Nc1c(Cl)cccc1C(F)(F)F | 1.04 | -0.4 | 0.854 | -4.8 | -4.5 | -10.8 | -2.0 | 3.5 | 14.6
O=C(CN(CCO)c1ccccc1)Nc1ccc(Cl)c(S(=O)(=O)N2CCOCC2)c1 | 1.02 | -2.5 | 0.897 | -7.8 | -2.5 | -8.3 | 2.9 | 0.9 | 10.3

Part of the list above in another layout:
COc1ccc(CC(NC(C)=O)C(=O)NC2CCN(C(=O)NCc3ccccc3)CC2)cc1 (stereo not drawn)
  hIAP act: 0.641
  MIN6 prolif: 1.0
  mIAP activ: 0.91
  APOBEC3G inh: -6.6
  hIAP inh: 35.9*
  ATG4B inhibitor: 3.6
  MPTP inh: -2.0
  A3A deaminase: -1.2
  mIAP inh: 9.0

Cc1cc(C)c(C(=O)NC2CC(C)(C)Cc3c2cnn3-c2ccccc2)o1 (stereo not drawn)
  hIAP act: 1.07
  MIN6 prolif: -1.8
  mIAP activ: 0.978
  APOBEC3G inh: -1.1
  hIAP inh: -7.5
  ATG4B inhibitor: -7.8
  MPTP inh: -0.2
  A3A deaminase: -0.7
  mIAP inh: 2.2

CCOc1ccc2ccccc2c1CNCCc1ccc(S(N)(=O)=O)cc1
  hIAP act: 1.27
  MIN6 prolif: -1.3
  mIAP activ: 0.965
  APOBEC3G inh: -1.8
  hIAP inh: -26.7
  ATG4B inhibitor: -2.5
  MPTP inh: 17.0
  A3A deaminase: 2.2
  mIAP inh: 3.5

The listing continues.
SMILES | hIAP act | MIN6 prolif | mIAP activ | APOBEC3G inh | hIAP inh | ATG4B inhibitor | MPTP inh | A3A deaminase | mIAP inh
Cc1ccc(-c2cc(C(F)(F)F)n3nc(C(=O)Nc4c(C)n(C)n(-c5ccccc5)c4=O)cc3n2)cc1 | 0.853 | -0.1 | 0.982 | -0.2 | 14.7 | -2.2 | 0.8 | 0.2 | 1.8
Cc1ccc(CNC(=O)C2C3C=CC(C3)C2C(=O)O)cc1 (stereo not drawn) | 0.871 | -0.9 | 0.926 | -4.4 | 12.8 | 1.6 | -0.4 | -1.5 | 7.4
COc1cccc(C(=O)NCc2cn3ccsc3n2)c1 | 0.89 | -0.1 | 0.914 | -4.3 | 11.0 | -4.7 | -0.7 | -4.4 | 8.6
COc1ccc(-c2nc(CS(=O)CC(=O)N3CCN(C)CC3)c(C)o2)cc1OC (stereo not drawn) | 1.1 | -3.3 | 1.01 | 3.7 | -10.2 | -2.5 | -1.4 | 0.4 | -0.8
CC(=O)Nc1nnc(COc2ccc(Cl)cc2)s1 | 0.966 | 0.5 | 1.04 | -5.2 | 3.4 | -15.1 | 0.2 | -2.0 | -4.1
O=C(CSc1n[nH]c(=O)n1C1CC1)Nc1ccc(F)c(Cl)c1 | 0.951 | -5.7 | 0.959 | -4.3 | 4.9 | -2.8 | 0.4 | -3.8 | 4.1
COc1ccc(-c2c3c(=O)n(C)c(=O)n(C)c3cn2-c2cccc(OC)c2)cc1 | 1.05 | -0.3 | 1.09 | -2.7 | -5.0 | 0.1 | -0.3 | -1.0 | -9.3
CC(C)[C@H](NC(=O)N1CC(=O)Nc2ccccc21)C(=O)N[C@@H](C(=O)O)c1ccccc1 | 1.48 | 7.9 | 0.968 | -1.5 | -47.7 | -6.9 | -1.3 | 1.7 | 3.2
COC(=O)c1ccc(NC(=O)CC(=O)Nc2ccc(C(=O)OC)cc2)cc1 | 0.972 | -1.1 | 1.13 | -9.2 | 2.8 | 2.5 | 0.6 | -4.0 | -13.2
O=C(c1ccc2c(=O)n(Cc3ccc4c(c3)OCO4)c(=O)[nH]c2c1)N1CCN(c2ccccc2)CC1 | 1.02 | -1.1 | 0.896 | -9.3 | -2.5 | 1.0 | -1.4 | -5.4 | 10.4
CCOc1ccc(OCC)c(-c2c(=O)n(OCc3ccc(C(C)(C)C)cc3)c3ccccc3[n+]2[O-])c1 | 0.934 | -5.8 | 0.944 | -7.2 | 6.6 | -5.0 | -1.5 | -0.6 | 5.6
CCN(C(=O)c1cccc(Br)c1)c1ccccc1 | 0.996 | 1.1 | 1.03 | -4.1 | 0.4 | -8.1 | -1.0 | -4.0 | -3.3
COc1ccc(C2=NC(C)(C)Cc3cc(OC)c(OC)cc32)cc1OC | 1.04 | -0.9 | 0.998 | -13.3 | -4.5 | 0.3 | 0.8 | -6.6 | 0.2
CCc1ccc(O)c(N=Cc2cccc(C)c2O)c1 | 0.992 | -4.2 | 0.927 | 6.2 | 0.8 | 19.2 | 6.4 | -0.7 | 7.3
O=C(NCCc1ccc(C(F)(F)F)cc1)C1CCC(=O)N(CCCN2CCCC2=O)C1 (stereo not drawn) | 0.983 | -1.4 | 1.08 | -5.6 | 1.7 | 5.7 | -0.5 | -4.7 | -8.2
Cc1ccccc1CC1(CO)CCCN(C(=O)c2cccc(Cl)c2)C1 (stereo not drawn) | 1.07 | -5.0 | 1.02 | -10.0 | -6.8 | -5.9 | 2.9 | -9.0 | -1.7
CCOC(=O)C1(CC/C(C)=N\NC(N)=O)CC(C)OC1=O (stereo not drawn) | 1.05 | -0.2 | 0.996 | 2.8 | -5.5 | 1.6 | 9.1 | 0.6 | 0.4
c1ccc(OCCCc2nc(-c3ccccn3)no2)cc1 | 1.02 | -0.4 | 0.973 | -1.1 | -2.1 | 1.3 | 0.6 | -1.3 | 2.7
COc1ccc(CCNC(=O)C(=O)NCC2OCCN2S(=O)(=O)c2ccc(Cl)cc2)cc1OC (stereo not drawn) | 0.921 | 3.2 | 0.991 | -8.4 | 7.9 | -32.3 | 0.1 | -4.0 | 0.9
Cc1nnc(SCC(=O)N2c3ccccc3C(C)(c3ccccc3)CC2(C)C)s1 (stereo not drawn) | 1.23 | -2.8 | 0.971 | -6.6 | -23.1 | -10.6 | 1.3 | -0.5 | 2.9
Cc1nn(CC#N)c(=O)n1-c1ccccc1F | 1.34 | 2.6 | 1.02 | -1.8 | -33.6 | -7.9 | -0.6 | 0.1 | -1.6
CC(C)Oc1ccc2c(=O)c(-c3ccccc3)coc2c1 | 1.07 | -5.8 | 1.09 | -2.8 | -6.6 | 6.2 | -2.0 | -2.1 | -9.0

Bioassay records as filed in PubChem.
